Screening data (PubChem)
KDM4C inh = inhibitors of human demethylase GASC-1 KDM4C. GST-KDM4C 2-372, H3K9me3 peptide, LANCE TR-FRET. inhibition, % at 12.5 µM. actives 0.15% (n = 96,000). AID 720574;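 active means mean replicate inhibition above about 25%, with at least 55% of replicates also reaching it, limit read from the data, passing the limit was not always enough; inconclusive means only one of those two conditions met; inactive means neither condition met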
Target sequence (Q9H3R0 2-372 limits assumed): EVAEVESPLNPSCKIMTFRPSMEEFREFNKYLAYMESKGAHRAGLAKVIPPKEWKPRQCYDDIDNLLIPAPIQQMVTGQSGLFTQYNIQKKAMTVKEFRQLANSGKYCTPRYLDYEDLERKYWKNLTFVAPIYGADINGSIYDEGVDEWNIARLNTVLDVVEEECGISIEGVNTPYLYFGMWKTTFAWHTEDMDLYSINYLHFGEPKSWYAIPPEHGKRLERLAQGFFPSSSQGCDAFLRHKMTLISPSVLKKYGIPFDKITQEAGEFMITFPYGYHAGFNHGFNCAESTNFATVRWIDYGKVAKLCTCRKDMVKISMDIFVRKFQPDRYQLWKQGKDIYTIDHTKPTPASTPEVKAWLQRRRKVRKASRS
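Test system: N-terminal GST-fused human GASC-1 (KDM4C) fragment, residues 2-372; quantity: GASC-1 enzyme at 10 nM final in reaction; dosing: single dose; schedule: 30 min demethylation and 1 h detection at room temperature; signal: LANCE TR-FRET, excitation 340 nm, emissions 618 and 671 nm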
Tcruzi prolif = blocks T. cruzi growth in NIH3T3 culture | T. cruzi beta-gal in NIH3T3, GalScreen luminescence, 90 h | inhibition, % at 8.34 µM | actives 5.9% (n = 77,000);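 active means mean inhibition above about 93%, with at least 55% of replicates each passing it, limit read from the data, passing the limit was not always enough; inconclusive means only one of those two conditions holds; inactive means neither condition holds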
C diff growth = blocks growth of Clostridium difficile; Clostridium difficile clinical isolate growth, OD600, 24 h; hits give low values; growth activity, negative = inhibition, % at 16 µg/mL (by protocol); actives 0.25% (n = 86,000);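 active means mean growth activity at or below -80% and every replicate also at or below -80%; inconclusive means mean at or below -80% but some replicate above -80%; inactive means mean growth activity above -80%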;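 further: 0% = DMSO wells and -100% = levofloxacin 16 µg/mL wells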
Pf Dd2 growth = P. falciparum Dd2 growth inhibition; actives 2.3% (n = 94,000); activity change, % at 10 µM; SYBR Green, 72 h; hits give low values; in the data active means activity change below about -80%; inconclusive means no clear call, values can overlap the other calls
Active calls of the source: *; & = joins results of further samples.

`Cc1ccc(S(=O)(=O)Nc2ccc3c(c2)C(=O)N([C@H](C)CO)C[C@H](C)[C@@H](CN(C)Cc2ccc(C(F)(F)F)cc2)OCCCC[C@H](C)O3)cc1` gave KDM4C inh 0.5, C diff growth 19 and Pf Dd2 growth -50.
Cc1noc(C)c1NC(=O)Nc1ccc2c(c1)C(=O)N([C@H](C)CO)C[C@H](C)[C@@H](CN(C)C(=O)CCCN(C)C)OCCCC[C@@H](C)O2 was read as KDM4C inh 1.4, Tcruzi prolif 51, C diff growth -7 and Pf Dd2 growth 66.
`C[C@H](CO)N1C[C@H](C)[C@@H](CN(C)C(=O)Cc2ccccc2)Oc2cc(-c3cncnc3)ccc2S1(=O)=O` gave KDM4C inh -0.7, C diff growth 1 and Pf Dd2 growth -25.
Screening COCC(=O)N1[C@H](C#N)[C@H](c2ccc(C3=CCCC3)cc2)[C@H]1CO returned KDM4C inh -1.7, Tcruzi prolif 25, C diff growth -6 and Pf Dd2 growth 55.
Screening CC(C)NC(=O)N(C)C[C@@H]1OCCCC[C@@H](C)Oc2ccc(NS(=O)(=O)c3cn(C)cn3)cc2C(=O)N([C@H](C)CO)C[C@H]1C returned KDM4C inh -1.3, Tcruzi prolif 23, C diff growth 0 and Pf Dd2 growth 15.
`C[C@H]1CN([C@@H](C)CO)C(=O)c2cc(NC(=O)CCCN(C)C)ccc2O[C@H]1CN(C)C(=O)Nc1ccc(F)cc1` gave KDM4C inh 1.7, Tcruzi prolif 0, C diff growth -4 and Pf Dd2 growth 6.
CNC[C@H]1Oc2cc(C#CC(C)(C)O)ccc2S(=O)(=O)N([C@H](C)CO)C[C@@H]1C was read as KDM4C inh 1.1, Tcruzi prolif 1, C diff growth 2 and Pf Dd2 growth -27.
For CN(C)C(=O)c1ccc(-c2ccc3c(c2)[C@@H]2[C@@H](CCN2C(=O)Cc2ccccn2)[C@H](CO)N3C)cc1 the results were KDM4C inh 0.1, Tcruzi prolif 104*, C diff growth 3 and Pf Dd2 growth -67.
Screening C[C@H]1CN([C@@H](C)CO)C(=O)Cc2cc(NC(=O)CCCN(C)C)ccc2O[C@H]1CN(C)S(=O)(=O)c1ccccc1 returned KDM4C inh 0.9, Tcruzi prolif 0, C diff growth -1 and Pf Dd2 growth 10.
For C[C@@H]1CN([C@@H](C)CO)C(=O)Cc2cc(NS(=O)(=O)c3ccc(Cl)cc3)ccc2O[C@H]1CN(C)C(=O)Nc1cccc2ccccc12 the results were KDM4C inh -1.7, Tcruzi prolif -16, C diff growth -5 and Pf Dd2 growth -63.
For CN1c2ccc(-c3ccccc3)cc2[C@H]2[C@H](CCN2C(=O)Cc2ccccc2)[C@@H]1CO the results were KDM4C inh 0.1, Tcruzi prolif 91, C diff growth -10 and Pf Dd2 growth -9.
Screening COCC(=O)N1CCCCN2[C@@H](CO)[C@H](c3ccc(-c4ccccc4)cc3)[C@@H]2C1 returned KDM4C inh -0.2, Tcruzi prolif 89, C diff growth -7 and Pf Dd2 growth -11.
For COCC(=O)Nc1ccc2c(c1)C(=O)N(C)C[C@H](OC)[C@H](C)CN(CCC(F)(F)F)[C@H](C)CO2 the results were KDM4C inh 1.6, Tcruzi prolif 11 and Pf Dd2 growth 51.
`O=C(NCC[C@@H]1CC[C@@H](NC(=O)c2ccncc2)[C@H](CO)O1)Nc1ccc(Cl)cc1` gave KDM4C inh -0.1, Tcruzi prolif -32, C diff growth 18 and Pf Dd2 growth 22.
Cc1ccccc1-c1ccc([C@H]2[C@H]3CN(C(=O)c4ccccc4)CC(=O)N3[C@H]2CO)cc1 was read as KDM4C inh 0.6, C diff growth -6 and Pf Dd2 growth -21.
For C[C@H](CO)N1C[C@H](C)[C@H](CN(C)C(=O)Nc2ccc3c(c2)OCO3)OCCCC[C@H](C)Oc2ccc(NC(=O)C3CCCCC3)cc2C1=O the results were KDM4C inh -1.8, Tcruzi prolif 97*, C diff growth -3 and Pf Dd2 growth -47.
Screening CCCNC(=O)N(C)C[C@@H]1Oc2cc(-c3cncnc3)ccc2S(=O)(=O)N([C@@H](C)CO)C[C@H]1C returned KDM4C inh 1.3, C diff growth -1 and Pf Dd2 growth 11.
Screening C[C@@H]1CN([C@H](C)CO)C(=O)c2cccc(NC(=O)c3ccc(-c4nccs4)cc3)c2O[C@H]1CN(C)Cc1ccc(C(=O)O)cc1 returned KDM4C inh 5.2, Tcruzi prolif 9, C diff growth 1 and Pf Dd2 growth -24.
For CCC(=O)N[C@@H]1CC[C@H](CCn2cc(C3CC3)nn2)O[C@H]1CO the results were KDM4C inh 0.8, C diff growth 4 and Pf Dd2 growth 6.
Screening O=C(N[C@H]1CC[C@@H](CCn2cc(C3(O)CCCC3)nn2)O[C@H]1CO)c1ccccc1F returned KDM4C inh 1.2, Tcruzi prolif -9 and Pf Dd2 growth 2.
COCCNC(=O)C[C@@H]1CC[C@@H](NS(=O)(=O)c2ccc(C)cc2)[C@H](CO)O1 was read as KDM4C inh -0.9, C diff growth 2 and Pf Dd2 growth 15.
CC(C)NC(=O)N(C)C[C@@H]1Oc2ncc(C#CC(C)(C)O)cc2C(=O)N([C@H](C)CO)C[C@@H]1C was read as KDM4C inh 1.3, Tcruzi prolif 25, C diff growth 0 and Pf Dd2 growth 25.
For OC[C@H]1[C@H](c2ccc(-c3ccccc3)cc2)[C@H]2CN(Cc3ccccn3)CCCCN21 the results were KDM4C inh -0.8, Tcruzi prolif 78, C diff growth -9 and Pf Dd2 growth -42.
Screening Cc1noc(C)c1S(=O)(=O)Nc1ccc2c(c1)C(=O)N([C@H](C)CO)C[C@@H](C)[C@@H](CN(C)C(=O)CCC(F)(F)F)OCCCC[C@H](C)O2 returned KDM4C inh 1.5, Tcruzi prolif -48, C diff growth 9 and Pf Dd2 growth -25.
Screening O=C(C[C@@H]1CC[C@H]2[C@@H](COC[C@@H](O)CN2Cc2ccc(F)cc2)O1)NCc1ccccc1Cl returned KDM4C inh 1.6, Tcruzi prolif 8, C diff growth 3 and Pf Dd2 growth -11.
Screening C[C@@H]1CN([C@H](C)CO)C(=O)Cc2cc(NC(=O)Nc3ccc(C(F)(F)F)cc3)ccc2O[C@H]1CN(C)Cc1ccc(C(=O)O)cc1 returned KDM4C inh 1.1, Tcruzi prolif -6, C diff growth -4 and Pf Dd2 growth 40.
For Cc1ccc(S(=O)(=O)N[C@H]2CC[C@H](CCNC(=O)C3CCCC3)O[C@@H]2CO)cc1 the results were KDM4C inh 4.5, C diff growth -3 and Pf Dd2 growth -12.
COc1ccc(NC(=O)Nc2cccc3c2O[C@H](CN(C)C(=O)Nc2cccc4ccccc24)[C@H](C)CN([C@@H](C)CO)C3=O)cc1 was read as KDM4C inh -1.3, Tcruzi prolif 11, C diff growth 14 and Pf Dd2 growth -88*.
Screening O=C(Nc1ccc2c(c1)[C@@H]1C[C@H](CC(=O)N3CCc4ccccc4C3)O[C@H](CO)[C@@H]1O2)NC1CCCC1 returned KDM4C inh 2.9, C diff growth -19 and Pf Dd2 growth -65.
Screening C[C@@H]1CN([C@@H](C)CO)C(=O)c2cc(/C=C/c3ccccc3)cnc2O[C@@H]1CN(C)C(=O)CN1CCOCC1 returned KDM4C inh 5.2, C diff growth 1 and Pf Dd2 growth 55.
Screening C[C@@H]1CN([C@H](C)CO)S(=O)(=O)c2ccc(C#Cc3ccccc3)cc2O[C@@H]1CN(C)C(=O)Nc1ccccc1 returned KDM4C inh -1.7, Tcruzi prolif 44, C diff growth -5 and Pf Dd2 growth -6.
COCC(=O)N(C)C[C@@H]1Oc2cc(-c3ccccc3F)ccc2S(=O)(=O)N([C@@H](C)CO)C[C@@H]1C was read as KDM4C inh 2.1, C diff growth -3 and Pf Dd2 growth 15.
C[C@H](CO)N1C[C@H](C)[C@H](CN(C)C(=O)Nc2ccccc2)Oc2ccc(NS(C)(=O)=O)cc2CC1=O was read as KDM4C inh -0.7, C diff growth -6 and Pf Dd2 growth -7.
For CCNC(=O)C[C@H]1C=C[C@H](NC(=O)C2CCOCC2)[C@H](CO)O1 the results were KDM4C inh -2.3, Tcruzi prolif -9, C diff growth -1 and Pf Dd2 growth 2.
For COc1ccc(CN(C)C[C@H]2Oc3c(NS(=O)(=O)c4cccs4)cccc3C(=O)N([C@@H](C)CO)C[C@H]2C)cc1 the results were KDM4C inh -0.4, Tcruzi prolif 19, C diff growth -1 and Pf Dd2 growth 20.
For COCc1cn(CC[C@@H]2CC[C@@H](NC(=O)Nc3ccc(C(F)(F)F)cc3)[C@H](CO)O2)nn1 the results were KDM4C inh 0.8, Tcruzi prolif 17, C diff growth 2 and Pf Dd2 growth -41.
`O=S(=O)(NC[C@@H]1[C@H](c2ccccc2)[C@@H](CO)N1CC1CC1)c1ccccc1` gave KDM4C inh -1.6, Tcruzi prolif 25, C diff growth 8 and Pf Dd2 growth -4.
For COc1cccc(S(=O)(=O)N[C@H]2CC[C@H](CCn3cc(-c4ccccc4OC)nn3)O[C@H]2CO)c1 the results were KDM4C inh 0.1, Tcruzi prolif 31, C diff growth 0 and Pf Dd2 growth 2.
C[C@H]1CN([C@@H](C)CO)C(=O)c2cc(C#CCN(C)C)cnc2O[C@@H]1CN(C)C(=O)Nc1cccc(F)c1 was read as KDM4C inh 2.9, Tcruzi prolif -5, C diff growth -3 and Pf Dd2 growth 1.
`N#C[C@H]1[C@@H](c2ccc(-c3ccc(F)cc3)cc2)[C@H](CO)N1C(=O)Cc1ccccc1` gave KDM4C inh -0.7, Tcruzi prolif inconclusive, C diff growth 6 and Pf Dd2 growth -7.

Four records picked at random from those above:
Screening O=C(C[C@@H]1CC[C@H]2[C@@H](COC[C@@H](O)CN2Cc2ccc(F)cc2)O1)NCc1ccccc1Cl returned KDM4C inh 1.6, Tcruzi prolif 8, C diff growth 3 and Pf Dd2 growth -11.
`O=S(=O)(NC[C@@H]1[C@H](c2ccccc2)[C@@H](CO)N1CC1CC1)c1ccccc1` gave KDM4C inh -1.6, Tcruzi prolif 25, C diff growth 8 and Pf Dd2 growth -4.
For Cc1ccc(S(=O)(=O)N[C@H]2CC[C@H](CCNC(=O)C3CCCC3)O[C@@H]2CO)cc1 the results were KDM4C inh 4.5, C diff growth -3 and Pf Dd2 growth -12.
For COCc1cn(CC[C@@H]2CC[C@@H](NC(=O)Nc3ccc(C(F)(F)F)cc3)[C@H](CO)O2)nn1 the results were KDM4C inh 0.8, Tcruzi prolif 17, C diff growth 2 and Pf Dd2 growth -41.

Continued:
C[C@@H]1CN([C@H](C)CO)C(=O)Cc2cc(NS(=O)(=O)c3ccc(Cl)cc3)ccc2O[C@H]1CN(C)CC1CCCCC1 was read as KDM4C inh -0.4, Tcruzi prolif 106*, C diff growth 55 and Pf Dd2 growth 3.
O=C(C[C@@H]1CC[C@H]2[C@@H](COC[C@H](O)CN2CC2CCCCC2)O1)NCc1ccc(F)cc1 was read as KDM4C inh -3.1, Tcruzi prolif -11 and C diff growth 0&-8.
Screening C/C=C/c1ccc([C@@H]2[C@@H](CO)N(C(=O)COC)[C@@H]2CNC(=O)CC)cc1 returned KDM4C inh -3.5, Tcruzi prolif 4, C diff growth -4 and Pf Dd2 growth 0.
For O=C(Nc1ccc(Cl)c(Cl)c1)N[C@@H]1CC[C@H](CCn2cc(C3CCCC3)nn2)O[C@H]1CO the results were KDM4C inh -0.6, C diff growth -30 and Pf Dd2 growth -9.
Screening CCCN(C)C[C@H]1OCCCC[C@@H](C)Oc2ccc(NS(=O)(=O)c3ccc(F)cc3)cc2C(=O)N([C@@H](C)CO)C[C@H]1C returned KDM4C inh -0.7, Tcruzi prolif 82, C diff growth 4 and Pf Dd2 growth -28.
For C[C@H](CO)N1C[C@H](C)[C@H](CN(C)S(C)(=O)=O)Oc2c(NS(C)(=O)=O)cccc2C1=O the results were KDM4C inh -2.4, Tcruzi prolif 68, C diff growth 0 and Pf Dd2 growth 3.
CN(C[C@H]1N[C@H](CO)[C@H]1c1ccc(-c2cccc(F)c2)cc1)S(C)(=O)=O was read as KDM4C inh -2.2, Tcruzi prolif 31, C diff growth -4 and Pf Dd2 growth -7.
`C/C=C/c1ccccc1[C@@H]1[C@@H](C#N)N(C(=O)Cc2ccccn2)[C@H]1CO` gave KDM4C inh 0.5, C diff growth -3 and Pf Dd2 growth -48.
`CC(=O)N(C)C[C@@H]1Oc2ncc(C#C[C@@H](C)O)cc2C(=O)N([C@@H](C)CO)C[C@@H]1C` gave KDM4C inh -1.0, Tcruzi prolif 10 and Pf Dd2 growth 84.
Screening O=C(Nc1cccc(F)c1)N1CC(=O)N2[C@H](C1)[C@H](c1ccc(-c3ccccc3F)cc1)[C@@H]2CO returned KDM4C inh 0.2, C diff growth -3 and Pf Dd2 growth 8.
N#C[C@H]1[C@@H](c2ccc(C3=CCCCC3)cc2)[C@@H](CO)N1C(=O)NC1CCCC1 was read as KDM4C inh 2.6, C diff growth 2 and Pf Dd2 growth -41.
Screening C[C@@H]1CN([C@@H](C)CO)S(=O)(=O)c2ccc(-c3cccc(C(=O)N(C)C)c3)cc2O[C@H]1CN(C)C returned KDM4C inh 1.0, Tcruzi prolif 39, C diff growth 0 and Pf Dd2 growth 35.
